# DAX1 inh-1 = inhibitors of DAX1 repression of SF-1 activated StAR promoter. HEK293T StAR-luciferase reporter, SF-1/DAX-1 repression relief. inhibition, % at 6.8 µM. 1.1% of 370,000 active. AID 652010;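 active = inhibition above the mean over all tested compounds plus 3 SD, cut at about 3.6% in these data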;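 also: 0% = DAX-1 cells with DMSO and 100% = cells lacking DAX-1 with DMSO; higher inhibition means more luminescence from relief of DAX-1 repression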
# SMARCA2 activ = increases SMARCA2 function in MMTV reporter cells; MG213 cells, MMTV-luciferase reporter, dexamethasone, overnight; 1% of 370,000 active; AID 652017; activation, % at 9.1 µM; in the data active = activation above about 7.8%;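 also: 0% = vehicle wells and 100% = reference activator wells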
# hgDAF12 agonist = agonists of H. glycines DAF-12 nuclear receptor | activation, % at 6.8 µM | 1.8% of 370,000 active | HEK293 GAL4-hgDAF12 UAS-luciferase reporter, agonist luminescence; normalized to butyrate control;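 active = activation above a cutoff set at the mean of all screened compounds plus 3 SD, cut at about 10% in these data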;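 also: 0% = DMSO wells and 100% = sodium butyrate wells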
# ADAM17 inh = ADAM17 inhibition, QFRET primary screen | 0.83% of 370,000 active | AID 720648 | recombinant ADAM17, EDANS/DABCYL FRET peptide cleavage | inhibition, % at 6.95 µM;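 active = inhibition above the mean of compounds lying between control limits plus 3 SD, set per campaign, cut at about 8.5% in these data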;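 also: 0% = DMSO-only wells as the low control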
# FXN GAA850 act = increases GAA850 frataxin promoter reporter activity | HEK293 lucGAA850 FXN promoter luciferase reporter, 24 h; percent of 10 µM SAHA response | activation, % at 6 µM | 0.56% of 360,000 active;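 active = activation above the average of all compounds screened plus 3 SD, cutoff fixed separately per campaign, cut at about 7.5% in these data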;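 also: 0% = DMSO wells and 100% = 10 µM SAHA wells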
# PG9 Ab binder = small molecules binding HIV-1 gp120 antibody PG9; TR-FRET gp120-PG9 antibody binding; 0.43% of 360,000 active; AID 624416; inhibition, % at 6.7 µM; in the data active = inhibition above about 8.5%
# ssDAF-12 act = activators of S. stercoralis DAF-12 nuclear receptor; HEK293 ssDAF-12/GRIP1 lit1-tk-luc reporter, luminescence; % of 3 µM dafachronic acid response; activation, % at 6.8 µM; 1% of 370,000 active; AID 652126;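 active = activation above the mean over all tested compounds plus 3 SD, cut at about 0.9% in these data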;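 also: 0% = DMSO-only wells and 100% = 3 µM delta7-dafachronic acid wells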
# DAX1 inh-2 = inhibitors of human orphan nuclear receptor DAX1 (NR0B1). inhibition, % at 6.75 µM. AID 504766. HEK293 Gal4-DAX1 luciferase reporter, luminescence. P51843. 0.99% of 340,000 active;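 active = inhibition above the mean over all tested compounds plus 3 SD, cut at about 4.2% in these data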;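 also: 0% = DAX1-transfected cells with DMSO and 100% = empty-vector control cells with DMSO; inhibition shows as a rise in luminescence from relieved DAX1 repression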
# Target sequence (P51843 207-470 limits assumed): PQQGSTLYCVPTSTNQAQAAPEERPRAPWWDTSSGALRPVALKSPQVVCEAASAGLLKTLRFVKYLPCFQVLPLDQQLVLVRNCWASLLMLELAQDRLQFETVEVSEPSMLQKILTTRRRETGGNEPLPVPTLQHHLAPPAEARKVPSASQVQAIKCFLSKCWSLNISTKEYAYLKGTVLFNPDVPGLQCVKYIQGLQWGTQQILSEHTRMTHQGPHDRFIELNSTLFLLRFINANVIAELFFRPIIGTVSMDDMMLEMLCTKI
# ADAM10 inh = inhibitors of human ADAM10 | 0.62% of 370,000 active | recombinant ADAM10, EDANS/DABCYL FRET peptide cleavage, 3 h | O14672 | inhibition, % at 7 µM;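 active = inhibition above a per-campaign cutoff equal to the mean of compounds falling between control-based bounds plus 3 SD, cut at about 20% in these data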;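 also: 0% = DMSO wells while the 100% control is not disclosed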
# Target sequence (O14672 214-748 limits assumed): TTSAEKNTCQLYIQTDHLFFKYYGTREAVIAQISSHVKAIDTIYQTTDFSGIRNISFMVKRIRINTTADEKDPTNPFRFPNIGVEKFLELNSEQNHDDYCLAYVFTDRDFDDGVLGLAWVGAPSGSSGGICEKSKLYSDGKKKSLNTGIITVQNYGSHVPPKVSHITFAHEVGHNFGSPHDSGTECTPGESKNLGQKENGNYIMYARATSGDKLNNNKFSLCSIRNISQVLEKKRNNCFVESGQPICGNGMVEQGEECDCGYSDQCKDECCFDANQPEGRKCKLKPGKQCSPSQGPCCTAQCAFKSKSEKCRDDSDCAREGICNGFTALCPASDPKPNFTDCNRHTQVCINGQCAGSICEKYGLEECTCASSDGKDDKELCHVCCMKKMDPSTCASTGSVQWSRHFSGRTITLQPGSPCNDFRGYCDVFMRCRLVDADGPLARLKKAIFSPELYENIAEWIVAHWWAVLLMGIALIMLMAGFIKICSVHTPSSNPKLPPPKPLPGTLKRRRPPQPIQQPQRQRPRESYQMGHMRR
# NPR1 activator = GC-A (human) enzyme activation; HEK293 GC-A cells, cGMP TR-FRET, EC30 ANP; 0% at EC30 ANP, 100% saturating ANP; AID 1671463; P16066; activation, % at 10 µM; 0.14% of 370,000 active; in the data active = activation above about 40%
# hcDAF12 agonist = activators of H. contortus DAF-12 nuclear receptor; AID 652067; 1.4% of 370,000 active; activation, % at 6.8 µM; HEK293 hcDAF-12 lit1-tk-luc reporter, luminescence; 0% DMSO, 100% Δ7-dafachronic acid;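 active = activation above the mean of all tested compounds plus 3 SD, cut at about 5.5% in these data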;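 also: 100% = response to 3 µM Δ7-dafachronic acid high control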
# The depositor's hits bear a star; / = no result given; & = joins results of further samples. Not all compounds are listed, so the mix of outcomes need not match the whole.
SMILES,DAX1 inh-1,SMARCA2 activ,hgDAF12 agonist,ADAM17 inh,FXN GAA850 act,PG9 Ab binder,ssDAF-12 act,DAX1 inh-2,ADAM10 inh,NPR1 activator,hcDAF12 agonist
O=c1c2ccccc2nc(-c2ccccc2F)n1-c1ccccc1,0.0,-2,-3.6,0,-0.3,-1.1,-1.0,-0.9,1,-23,-2.1
O=S(=O)(c1ccc2ccccc2c1)N1Cc2cc(Br)ccc2-n2nncc2C1,0.5,-2,1.1,-7,/,-1.5,-1.3,/,-15,-17,-0.5
COC(=O)C1=C(c2ccc(-c3ccccc3)c(F)c2)C[C@@H]2CC[C@H]1N2C(=O)NCc1ccco1,-1.0,0,-1.9,5,-6.0,0.4,-1.7,-2.1,12,-1,-3.8
COc1ccc(-n2c(C)cc(C(=O)C[N+]34CCN(CC3)CC4)c2C)cc1,0.7,0,0.7,-4,-0.6,2.3,-1.2,0.1,-3,1,0.8
COc1ccc(C(C)=O)cc1CC(C(=O)c1ccc(Br)cc1)N(C)C (configuration not stated),-0.2,0,14*,-1,2.1,-1.3,-1.1,-0.1,-3,-17,0.2
COC(=O)C1=C(c2cccc(OCc3ccccc3)c2)C[C@@H]2CC[C@H]1N2C,-0.7,-3,-2.4,-4,-0.7,-3.0,-1.0,-0.8,-13,-6,-0.9
O=[N+]([O-])c1ccc(Nc2ccccc2)cc1,-1.0,0,1.9,0,4.3,-0.6,-1.6,-0.1,4,0,1.6
CCN1C(=O)NC(=O)/C(=C\c2ccc(N3CCOCC3)cc2OC)C1=O,0.8,-3,1.2,3,/,1.8,0.0,/,-10,12,0.9
Clc1ccc(-c2nc3ccc(Cl)cn3c2CN2CCOCC2)cc1,-0.6,2,2.1,-7,1.6,0.0,-1.1,1.8,-15,9,-2.5
Oc1ccc(CCN2CCCCC2)cc1,1.1,-1,3.4,3,0.8,-1.6,0.8,0.5,-3,3,0.0
CCOC(=O)[C@]12Cc3ccccc3[C@H]1N(CCC(=O)OC)C(=O)c1ccccc12,0.3,-6,-0.5,-4,/,-2.1,-0.9,/,-13,-8,1.8
N[C@@H](Cc1ccccc1)C(=O)N1C[C@H]2C[C@@H](C1)c1cccc(=O)n1C2,-0.8,2,-1.6,-1,0.8,-0.7,-1.1,0.7,-3,0,-0.6
Cc1ccccc1N1CCN(C2CCCN(C(=O)COc3ccccc3)C2)CC1 (configuration not stated),-0.3,-4,-1.6,-1,-3.1,0.5,-1.1,0.8,-7,0,-1.5
COc1ccc(CN2CCCC(C(=O)c3ccc(Cl)cc3)C2)c(O)c1 (configuration not stated),-0.1,2,-1.5,0,1.3,-1.8,-1.5,-1.2,-1,-5,-0.2
COc1ccc(C(=O)OCC2CN2c2cccc([N+](=O)[O-])c2)cc1 (configuration not stated),-1.7,-4,-1.4,2,/,0.3,-1.1,/,0,-3,-1.1
COc1c(OP2(=S)OCC(C)(C)CO2)cnn(C2CCCCC2)c1=O,-1.2,-4,0.3,-4,/,0.9,-1.6,/,-5,5,0.1
COc1cccc(CN2CCNCC2)c1OC,0.0,0,1.6,-1,1.3,-1.4,-1.5,0.9,2,1,-1.8
Cc1ccc(N2C(=O)NC(=O)/C(=C\c3cc(C)n(-c4sc5c(c4C#N)CCCC5)c3C)C2=O)cc1,-1.2,-2,-4.5,-1,-0.2,0.5,-2.2,-2.0,0,10,-4.0
CN1c2ccc(Br)cc2[C@H]2NCC[C@H]2[C@H]1CO,-0.8,-1,2.3,-35,/,/,0.3,/,-151,-4,4.0
O=C(NN=Cc1ccc(N(CCCl)CCCl)cc1Cl)c1cccnc1,-1.6,4,-3.8,-9,-9.6,-0.9,-1.6,-2.1,-18,-1,-2.1
Cc1cc(C)cc(N2C(=O)NC(=O)/C(=C\C=C\c3ccco3)C2=O)c1,0.4,3,0.4,0,8.9*,-2.0,-1.8,3.3,-1,29,-1.0
O=C(c1cc(F)ccc1F)C1CCCN(Cc2cc(Cl)ccc2O)C1 (configuration not stated),-0.1,-4,0.3,4,1.0,-1.7,-1.2,0.7,3,3,-0.2
C=CCN1C(=O)NC(=O)/C(=C/c2ccc(N(C)C)c(Br)c2)C1=O,-0.9,-5,-1.9,-4,0.9,-2.1,-1.5,-0.4,-6,4,-0.1
CC1N=C(c2ccccc2)c2cc(Br)ccc2NC1=O (configuration not stated),-0.2,-1,1.5,-3,0.1,1.8,-1.3,1.7,-2,0,-2.1
CN(C)C1(CNC(=O)c2cc(S(=O)(=O)N3CCOCC3)c(Cl)cc2Cl)CCCCC1,0.9,-1,-1.4,-1,-0.9,-0.6,-1.1,-0.1,-7,3,0.1
Cc1nc2ccc(Cl)cc2c(=O)n1-c1ccccc1Cl,-0.5,2,-0.5,-2,-0.5,-2.8,-1.3,-0.2,12,5,-2.6
CCCNC(=O)N1[C@H]2CC[C@@H]1C(C(=O)OC)=C(c1ccc(Cl)c(C(F)(F)F)c1)C2,-1.4,-1,-0.3,3,-3.2,0.0,-1.8,-0.3,3,-1,-1.2
O=P(Oc1ccc(Cl)cc1)(N1CC1)N1CC1,-0.8,-4,0.9,-5,-1.4,-0.8,-0.7,-1.0,-6,-1,-0.7
CC(C)Cc1nnc(NC(=O)CCC(=O)N2CCN(CCOC(c3ccccc3)c3ccccc3)CC2)s1,-0.5,-3,-0.6,3,1.4,-2.0,-1.4,-0.3,0,1,-0.6
CCC(=O)N1N=C(c2c(O)n(CCc3ccccc3)c(=O)[nH]c2=O)CC1c1ccc(OC)c(OC)c1 (configuration not stated),-0.1,-5,-1.4,-7,0.1,0.3,-0.8,/,-13,4,0.2
O=C1c2ccccc2-n2nnc(-c3ccccc3)c2C2c3ccccc3CCN12 (configuration not stated),1.1,-5,-0.3,0,/,-1.6,-0.3,/,-1,-3,0.7
CCC(C)(C)n1nnnc1C(c1cccs1)N1CC=C(c2ccc(F)cc2)CC1 (configuration not stated),-1.1,1,2.1,-4,-1.4,-0.7,-1.5,-0.9,-19,-15,3.0
ClCCNc1nc2ccc(Cl)cc2[nH]1,-0.2,1,7.6,-4,2.7,0.2,-1.4,3.0,-3,-7,0.6
C[C@@H]1CC[C@H]2[C@@H](C)C(=O)O[C@@H]3O[C@@]4(C)CC[C@@H]1[C@]32OO4,0.0,-1,-0.1,-2,-1.4,-0.8,-0.9,0.0,-7,3,2.2
COc1ccccc1-n1c(-c2ccccc2Cl)nc2ccccc2c1=O,-0.3,-2,-2.1,-8,-1.3,-1.1,-1.4,-1.9,-2,-28,-0.4
COC(=O)C1=C(c2ccccc2)C[C@@H]2CC[C@H]1N2C(=O)NCc1ccco1,-0.2,0,-0.7,-2,-2.7,0.0,-1.5,0.7,0,1,-1.5
O=C1NC(=O)C(C/C=C/c2ccccc2)C(=O)N1,-0.4,1,-0.1,-3,-1.4,-2.7,-0.2,0.4,3,-1,-0.5
O=[N+]([O-])c1ccc(-c2ccccc2)c([As](=O)(O)O)c1,0.6,1,-3.0,0,0.6,-0.6,-1.1,-1.2,-2,5,-1.1
COc1cccc(-c2cc(C(F)(F)F)n3nc(C(=O)N4CCC5(CC4)OCCO5)cc3n2)c1,-0.3,-2,0.4,0,2.2,0.8,-0.8,0.8,0,11,-0.5
Cc1ncc([N+](=O)[O-])n1CCOC(N)=O,-0.1,-5,-1.7,-8,1.8,-0.9,-0.9,-0.4,1,3,-1.2
COc1ccc(-c2cc(=O)oc3c(C)c(OC(C)C(=O)N4C[C@H]5C[C@@H](C4)c4cccc(=O)n4C5)ccc23)cc1 (some centres not stated),-1.4,1,-2.8,-28,1.5,0.2,-0.9,0.3,-99,2,-0.1
O=c1c2ccccc2nc(/C=C/c2ccccc2)n1-c1ccc(O)cc1,-0.5,0,-1.4,3,2.7,-1.0,-1.6,-0.2,16,1,-0.6
Fc1ccc(C(OCCN2CCCC2)c2ccc(Br)cc2)cc1 (configuration not stated),-0.1,-1,1.3,-2,0.3,-2.1,-0.7,1.7,-2,-38,-0.7
Cc1nc2ccccc2c(=O)n1-c1ccc(-c2ccccc2)cc1,-0.5,-3,-2.7,-4,0.7,-0.1,-1.4,-2.4,-9,-8,-2.2
O=C1C(=O)c2cccc3cccc1c23,-0.2,-3,1.5,-4,1.1,0.2,-0.4,0.8,-4,-2,1.2
O=C1NCN(c2ccccc2)C12CCN(C(c1ccnc3ccccc13)c1nnnn1-c1ccc3c(c1)OCCO3)CC2 (configuration not stated),-1.2,1,-0.3,0,/,-1.7,-1.3,/,-4,1,-0.3
COC(=O)C1C2c3ccccc3C(c3ccccc32)C1(C)C(=O)OC (configuration not stated),-0.9,-4,1.7,2,-0.5,0.3,-0.9,-1.1,-19,-11,-1.2
CCN1CCN(CC(=O)c2c(C)n(Cc3ccccc3)c3ccc(OC)cc23)CC1,-0.2,-2,-3.2,0,0.8,0.8,-0.4,-0.9,1,5,-0.6
CCC(c1nnnn1-c1ccc(OC)cc1)N1CCC(n2c(=O)[nH]c3ccccc32)CC1 (configuration not stated),2.1,0,-2.7,2,/,1.1,-1.8,/,2,2,-0.1
Oc1ccc(Cl)cc1,-0.3,-2,-2.4,-8,1.3,-0.2,-1.1,0.1,-8,4,-1.8
COC(=O)C1C(OC(=O)c2ccccc2)CC2CCC1N2C (configuration not stated),1.4&1.5,-3&1,3.3&4.6,-2&1,0.5&-1.2,0.8&-1.9,0.4&-1.1,0.1&2.6,-15&-8,2&2,0.3&-0.4
Cc1ccc2c(c1)C1CN(C)CCC1N2C(=O)Cc1cccs1 (configuration not stated),-0.1,-2,-0.5,-4,2.9,0.0,-1.2,1.2,-5,0,2.0
CC[n+]1c(-c2ccccc2)c2cc(N)ccc2c2ccc(N)cc21,-2.6,-4,0.9,-3,-3.4,-15,-0.7,-1.1,-15,-13,-0.2
COc1ccccc1-n1c(-c2ccc(C)cc2)nc2ccccc2c1=O,-0.8,-1,-4.5,1,0.1,-1.8,-1.1,-2.2,0,-8,-1.2
CC(C)CC1(CCc2ccccc2)C(=O)NC(=O)NC1=O,0.4,-1,0.3,0,-0.7,0.0,-0.6,-0.9,-1,-4,1.7
O=c1[nH]c(=O)n(-c2cccc(Cl)c2)c(O)c1/C=N/c1ccccn1,0.6,0,1.7,-5,2.1,0.8,-1.6,-0.5,-5,1,0.3
CCCc1cc(=O)oc2cc(OCC(=O)N3CCC(C(=O)O)(c4ccccc4)CC3)ccc12,0.2,-2,0.1,-101,-0.9,-2.4,-0.7,1.4,-405,4,1.0
Cc1cc(N2CCNC[C@@H]2C)ccc1N1CCN[C@H](C)C1,0.2,-1,-0.8,-5,/,-1.8,-0.4,/,-4,1,1.2
CC[N+](CC)(CC)CCCOC(=O)C(O)(c1ccccc1)C1CCCCC1 (configuration not stated),0.2,-1,-0.9,-3,-0.5,-0.9,-0.8,2.5,-4,6,-2.1
